# Bioassay records (PubChem)
# IEC-6 tox – counter-screen for KLF5 inhibitors: cytotoxicity in IEC-6 cells; AID 1825; inhibition, % at 5 µM; IEC-6 cytotoxicity, luminescence viability; 290,000 compounds, 0.78% hits; in the data active means inhibition above about 22%;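 further: 0% = plate median of test compound wells and 100% = cytotoxic reference compound wells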
# aSyn 5UTR inh – 5' untranslated region of α-synuclein, MLPCN primary screen. 300,000 compounds, 0.82% hits. alpha-synuclein 5'UTR reporter, inhibitor activity. inhibition, % (tested at 7.5 µM); in the data active means inhibition above about 60%; inconclusive means no clear call, values can overlap the other calls;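 further: H4 neuroglioblastoma cells stably carrying SNCA 5'UTR luciferase fusion; 0% = DMSO wells and 100% = positive control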
# HSF1 activator – increases HSF-1 driven luciferase reporter signal | activation, % at 9 µM | NIH3T3-HGL HSF-1 luciferase reporter, MG132, 8 h; 100% = twice DMSO control signal | 300,000 compounds, 1.7% hits | AID 504408;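 active means mean replicate activation of at least 50% with a set share of replicates each reaching 50%; inconclusive means only one of those two conditions met; inactive means mean below 50% and too few replicates reaching it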;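 further: 0% = median of the neutral control wells and 100% = twice that signal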
# HSP90 inh – inhibitors of HSP90 luciferase refolding in rabbit reticulocyte lysate. luciferase refolding luminescence, 3 h. inhibition, % at 5.6 µM. 290,000 compounds, 0.91% hits. AID 1789;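 active means inhibition above the screen-wide mean plus 3 SD, computed separately per campaign, cut at about 16% in these data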;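 further: 0% = DMSO wells and 100% = 60 µM geldanamycin wells; inhibitors lower the luminescence because luciferase stays unfolded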
# HIF act – HIF pathway transcriptional activation; U2OS HRE-luciferase reporter, luminescence; normalized: DMSO 0%, desferrioxamine 100%; activation, % at 7.5 µM (by protocol); 300,000 compounds, 0.32% hits;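 active means mean activation of at least 10% of the iron chelator positive control signal, with at least half of replicates also reaching 10%; inconclusive means mean and replicate majority disagree about reaching 10%; inactive means mean and most replicates under 10%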
# KLF5 inh – kruppel-like factor 5 inhibition. DLD-1 KLF5 promoter-luciferase reporter, luminescence. inhibition, % at 5 µM. 290,000 compounds, 0.23% hits;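 active means inhibition above a per-plate limit of that plate's mean compound inhibition plus 3 SD, cut at about 60% in these data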;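 further: 0% = DMSO wells and 100% = LY294002 at 200 µM; higher means less KLF5 promoter-driven luciferase light; inactives centre near -14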
# HDAC3 inhib – inhibitors of human histone deacetylase 3; O15379; AID 2718; recombinant HDAC3, fluorogenic peptide/trypsin coupled, fluorescence; 320,000 compounds, 0.15% hits; inhibition, % at 8.3 µM; in the data active means inhibition above about 26%, passing the limit was not always enough; inconclusive means no clear call, values can overlap the other calls
# Target sequence (O15379 whole entry, looked up): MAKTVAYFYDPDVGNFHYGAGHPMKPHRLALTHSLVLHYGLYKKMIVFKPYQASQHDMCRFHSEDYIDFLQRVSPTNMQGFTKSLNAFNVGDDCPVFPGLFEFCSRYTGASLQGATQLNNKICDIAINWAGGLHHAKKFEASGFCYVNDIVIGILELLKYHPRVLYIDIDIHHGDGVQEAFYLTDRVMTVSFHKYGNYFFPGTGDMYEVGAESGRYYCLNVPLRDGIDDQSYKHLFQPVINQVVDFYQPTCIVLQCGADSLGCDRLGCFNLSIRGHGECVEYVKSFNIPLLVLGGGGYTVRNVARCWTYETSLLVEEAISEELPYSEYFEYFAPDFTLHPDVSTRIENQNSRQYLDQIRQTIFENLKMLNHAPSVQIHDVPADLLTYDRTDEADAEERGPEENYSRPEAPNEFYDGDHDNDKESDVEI
# AI-2 QS modul – modulators of Vibrio harveyi AI-2 quorum sensing system. Vibrio harveyi JMH597 AI-2 luminescence/OD600 ratio, 9 h; stronger effect = lower value; strain lacks LuxN and CqsS sensors; 0 = neutral-control median. activity change, % at 7.5 µM. 300,000 compounds, 0.4% hits. AID 2094; in the data active means activity change below about -75%, passing the limit was not always enough; inconclusive means no clear call, values can overlap the other calls;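 further: luminescence divided by OD600 gain over 9 h not by final OD600 alone; inactives centre near 13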
# Platelet DG rel – modulates dense granule release in human platelets; human platelet-rich plasma, SFLLRN dense granule ATP release, luminescence; inhibition, %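 (compounds screened at 7.5 µM in platelet-rich plasma)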; 300,000 compounds, 0.22% hits;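 active means mean replicate score, as percent of positive control, at or above 50; inconclusive means mean below 50 but at least one replicate at or above 50; inactive means mean and every replicate below 50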
# HSF1 inh – HSF1 inhibition; activity change, negative = inhibition, % at 7.5 µM (by protocol); NIH3T3-HGL HSE-luciferase, MG132-induced, luminescence 8 h; stronger effect = lower value; 300,000 compounds, 0.77% hits; AID 2098;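 active means more than half of replicate wells show activity change below -50%, luminescence cut by over half; inconclusive means some wells, but at most half, below -50%; inactive means no replicate well below -50%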;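 further: luciferase reports HSF-1 transcriptional activity via heat shock element; 0% = median of DMSO wells and -100% = zero luminescence signal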
# An asterisk follows results filed as active; ? = inconclusive; · = not tested or not shown. Compounds as they come, and some 5% of all compounds hit somewhere here.
canonical_smiles	IEC-6 tox	aSyn 5UTR inh	HSF1 activator	HSP90 inh	HIF act	KLF5 inh	HDAC3 inhib	AI-2 QS modul	Platelet DG rel	HSF1 inh
O=C(OCC(=O)N1CCCc2ccccc21)c1ccc(Br)o1	-5	1	3	5	0.1	19	2	27	1	-9
O=C(Nc1cccc(O)c1)c1ccccc1[N+](=O)[O-]	-2	7	12	-2	-0.3	-23	1	24	6	0
Cc1ccc(C)c(S(=O)(=O)N2CCN(C(=O)CSc3ccccc3F)CC2)c1	-7	5	7	-2	-0.3	-10	4	15	-8	-1
COc1ccc(NC(=O)c2n[nH]c(=O)c3ccccc23)cc1S(=O)(=O)N1CCCCC1	2	24	5	1	-0.3	-4	-5	27	-6	-1
N#Cc1ccccc1S(=O)(=O)Nc1ccc2c(c1)OCCO2	2	-6	-1	-2	-0.9	-7	1	10	-3	-8
O=C(N/N=C/c1cc(Cl)cc([N+](=O)[O-])c1O)C1CC1	4	-7	-12	1	-0.5	-6	5	?	8	-6
CN(c1ccccc1)S(=O)(=O)c1cccc(NC(=O)CSc2nnc(N)s2)c1	-7	-19	-12	3	0.0	5	5	3	3	-5
O=C1NC(=S)S/C1=C\c1coc2ccccc2c1=O	1	-85	·	-1	-0.2	-9	10	27	6	·
O=c1cc(CN2CCN(c3cccc(C(F)(F)F)c3)CC2)nc2sccn12	-1	15	23	1	0.8	1	9	7	-4	8
CC(C)N(O)C(=O)NC(C)(C)C	-5	-19	2	3	-0.6	-9	-2	25	-10	-3
CCn1c(=O)c2ccccc2n(Cc2cccc(C)c2)c1=O	-4	24	-3	3	-0.5	-40	6	2	-3	-4
O=C(c1cccs1)N1CCN(c2nc3c(F)cc(F)cc3s2)CC1	·	-78	6	·	1.1	·	·	18	5	15
S=C(NCc1ccc2c(c1)OCO2)NCc1ccco1	2	-16	-4	2	-0.1	-40	3	12	-2	-2
C=CCNC(=O)NC(=O)COC(=O)/C(C#N)=C/c1ccc(OC)cc1	6	20	8	-3	0.2	0	9	12	6	-2
Cc1onc(-c2ccccc2)c1-c1csc(N/N=C/c2ccccc2)n1	0	0	-14	-3	-0.2	12	-3	-3	0	-1
COc1ccccc1/C=N/OC(=O)c1ccc(C)cc1	-6	-6	-2	0	0.4	-29	2	16	1	11
O=C(NNC(=O)c1ccco1)c1cccc(Br)c1	-2	-23	1	2	0.2	-38	2	4	2	-3
NC(=S)N/N=C/c1coc2ccc(O)cc2c1=O	-5	1	-3	1	0.4	-17	9	7	12	0
COC(=O)c1ccccc1NC(=O)C1CCC(=O)N1S(=O)(=O)c1ccc(C)cc1 (centres undefined)	8	3	8	2	-0.1	-22	-4	21	-4	2
O=C(COc1ccc(Cl)cc1Cl)N(c1ccccn1)C1CCCCC1	-7	-30	-6	-4	0.5	-12	3	2	-3	-2
Cc1ccnc(-n2c(C)cc(/C=N/NC(=O)COc3cccc4cccnc34)c2C)c1	1	-23	5	-2	0.2	-2	5	8	-8	-2
S=C(NC1CCCCC1)NC1CC2CCC(C1)N2Cc1ccccc1 (centres undefined)	0	28	7	-4	-0.2	-13	-1	3	4	-3
CCCCC(=O)Nc1ncc2c(n1)CC(C)(C)CC2=O	-9	5	11	-1	0.2	-15	-2	8	20	-6
CCC(C)(C)C1CCC2(CC1)NC(=O)N(CC(=O)N1CCN(S(=O)(=O)c3cc(C)ccc3C)CC1)C2=O (centres undefined)	-2	-14	13	0	0.4	-20	4	9	8	4
CCNc1nc(N)nc(Oc2ccc(OCCOc3ccccc3)nn2)n1	3	29	0	4	-0.4	-5	3	25	-7	-3
CCOC(=O)NN1C(=O)c2ccccc2NC1c1ccccc1F (centres undefined)	1	0	6	-3	-0.6	-4	-10	21	2	-1
O=C(NCc1ccco1)c1cccc(S(=O)(=O)N2CCCCC2)c1	-2	·	·	0	·	0	-1	6	·	·
CC1CCc2nc(NC(=O)CSc3nc4ccccc4o3)sc2C1 (centres undefined)	1	-28	-63	46*	-0.1	-30	-4	4	-2	-59*
COCCn1c(SC(C)C(=O)NC2CCCCC2C)nc2ccccc2c1=O (centres undefined)	·	4	-6	·	-0.2	·	2	12	-3	0
CCCNS(=O)(=O)c1ccc(Oc2ncc(C(F)(F)F)cc2Cl)cc1	-8	15	-9	0	0.5	-25	2	11	-2	8
CC1CCN(S(=O)(=O)c2cccc(C(N)=O)c2)CC1	-6	4	5	0	-1.1	-2	0	8	7	4
Cc1c(NC(=O)N(C)c2ccccc2)c(=O)n(-c2ccccc2)n1C	-3	1	3	2	1.0	-19	-2	15	-6	-5
O=C(CCC(=O)N(CC(=O)NC1CCCC1)Cc1ccc2c(c1)OCO2)Nc1nccs1	0	8	-9	2	0.4	20	-3	27	-18	-5
COc1cc(C(=S)N2CCOCC2)cc(OC)c1OC(=O)c1cc([N+](=O)[O-])c(C)c([N+](=O)[O-])c1	-1	2	-28	6	-39	-20	-3	-2	-11	-15
COCCCN(C(=S)NC(=O)C12CC3CC(CC(C3)C1)C2)c1c(N)n(Cc2ccccc2)c(=O)[nH]c1=O	2	16	2	0	-0.5	-25	-3	12	-8	-5
COc1ccc(C(=O)NCc2nnc(SCC(=O)Nc3ccccc3F)o2)cc1	2	18	-10	0	0.0	-44	-4	13	-2	-1
COc1cc(CNC(=O)OCC(C)C)cc(OC)c1OC	-2	2	·	1	0.2	4	7	20	-1	·
Cc1c(C)n2c(SCC(=O)Nc3cccc4ccccc34)nnc2[nH]c1=O	·	0	-15	·	-0.2	·	·	33	8	-4
Cc1cc(C)nc(SCc2cnc(C)nc2N)n1	-3	3	6	-3	-0.2	-15	-2	-13	13	-6
CCOC(=O)N1N=C(c2ccc(OC)cc2)CC1(O)C(F)(F)F (centres undefined)	4	-36	29	22*	1.7	-93	-1	23	-5	20
Cc1cc(=O)oc2cc(OCC(=O)Nc3ccc(CN4CCOCC4)cc3)c(Cl)cc12	0	-15	8	-1	-0.1	-12	6	10	16	5
COc1ccc(CNC(=O)C2CCC(=O)N(CC3CCCCC3)C2)cc1 (centres undefined)	-2	-35	11	-4	-0.6	-19	-1	1	-3	-3
COC(=O)CSCC(=O)Nc1nnc(-c2ccccc2C)s1	2	3	0	2	-0.1	-12	?	24	12	-7
CCCCCn1c(N)c(-c2nc3ccccc3o2)c2c([N+](=O)[O-])nn(C)c(=O)c21	3	5	-11	5	-1.2	0	-7	13	6	4
CCN(CC)CCOC(=O)c1ccc(NC(=O)/C=C/c2cccs2)cc1	-4	-29	-19	27*	0.2	-8	8	21	6	-18
O=C(NCCCc1ccccc1)c1cccc(Br)c1	·	-24	15	·	1.5	·	3	-1	1	5
O=C(O)[C@H]1CCC(=O)N1Cc1ccco1	2	5	-4	-1	0.6	-39	-2	7	-1	-4
COC(=O)c1ccccc1S(=O)(=O)N(Cc1ccco1)Cc1cc2cc(OC)ccc2[nH]c1=O	-2	-6	21	2	-0.2	7	2	15	23	5
O=C(c1cc([N+](=O)[O-])ccc1N1CCOCC1)N1CCCCC1	8	-11	-13	2	-0.1	-12	5	12	0	0
COc1ccc(CN2CC(C(=O)NCCCN3CCOCC3)CC2=O)cc1 (centres undefined)	5	7	?	2	-0.3	0	2	53	-8	10
CCN1CCN(c2ccc(N3CCN(S(=O)(=O)c4cc([N+](=O)[O-])ccc4C)CC3)nn2)CC1	·	-1	-7	·	0.0	·	-1	18	-4	-2
Cc1c(CCOC(=O)C23CC4CC(CC(C4)C2)C3)sc[n+]1CC#N	6	-6	5	0	0.0	22	-1	-1	1	-1
CCOc1ccc(Cl)cc1CN1CCOCC1	-3	9	-4	6	0.1	-22	-9	7	7	-7
CCOc1ccc(CCNC(=O)COC(=O)c2cccc(S(=O)(=O)N3CCCC3)c2)cc1OCC	·	23	-14	·	0.0	·	0	24	-10	-5
Cc1cc(C)cc(N2CC(C(=O)O)CC2=O)c1 (centres undefined)	-10	9	3	-5	0.0	-5	7	18	12	2
Cc1sc(N)c(C(=O)c2ccccc2)c1C	0	-12	14	0	0.4	6	11	61	0	-1
CC(C)(C)c1ccc(S(=O)(=O)N2CCN(CC(=O)NC(=O)NC3CCCCC3)CC2)cc1	·	32	-1	·	1.3	·	-4	31	0	1
COc1ccccc1N1CCN(C(=O)COc2cccc(C)c2C)CC1	-7	15	10	-2	-0.8	-1	·	3	-1	-3
COc1ccc(Nc2cc(C)c3ccc(O)cc3n2)cc1	1	-138	20	-4	0.2	-75	·	34	-5	8
O=C(NCCCN1CCCC1=O)C1CCN(S(=O)(=O)c2cccc(C(F)(F)F)c2)CC1	·	20	-8	·	0.0	·	3	-6	33	4

# Next part
canonical_smiles	IEC-6 tox	aSyn 5UTR inh	HSF1 activator	HSP90 inh	HIF act	KLF5 inh	HDAC3 inhib	AI-2 QS modul	Platelet DG rel	HSF1 inh
CCOC(=O)CSc1nnc(CNC(=O)c2ccc([N+](=O)[O-])cc2)n1C	9	7	28	2	-0.5	-14	-7	11	-2	0
CC(=O)Oc1cccc(N2C(=O)c3cccc4c([N+](=O)[O-])ccc(c34)C2=O)c1	11	-49	-1	4	-0.2	-26	2	6	-2	0
Cc1ccc(/C=C/C(=O)CCC(=O)O)cc1	2	-34	-14	-1	0.0	-60	10	3	1	-8
COc1cccc(/C=C/C(=O)OCC(=O)N2c3ccccc3NC(=O)C2(C)C)c1	-4	-70	-2	-2	-0.2	-2	-2	-4	3	2
CCN1CCN(CC(O)COC(C)C)CC1 (centres undefined)	0	15	9	2	0.4	5	5	21	-2	-7
CC(=O)c1ccc(NC(=O)CC(NCCC2=CCCCC2)C(=O)O)cc1 (centres undefined)	-3	2	7	2	-0.1	-19	4	28	-1	-1
Cc1ccc(O)c(C(=O)c2cc(C#N)c(=O)n(Cc3ccccc3)c2)c1	-1	2	-3	1	-0.3	-10	?	10	0	0
CCn1c(CCNC(=O)c2ccc(Cl)c(Cl)c2)nnc1SCCOc1ccc(OC)cc1	4	44	31	3	-0.3	-7	1	·	3	19
Cc1[nH]c2c(C)cccc2c1CCNC(=O)C1CCCCC1C(=O)OCC(F)(F)F (centres undefined)	6	-18	8	2	0.5	4	4	24	8	1
O=C(CSc1ccccc1)NCc1ccccn1	-3	-11	5	3	0.1	-1	-7	-3	-2	1
CC1(OC(=O)C2CCCC2)C(=O)C=C2C=C(c3ccsc3)N(Cc3ccc4c(c3)OCO4)C=C2C1=O (centres undefined)	·	-10	8	·	0.8	·	-4	12	3	4
O=[N+]([O-])c1ccc2nc(-c3ccccc3)[nH]c2c1	5	-121	19	0	2.4	-164	1	17	10	-1
O=C(Cc1cccc2ccccc12)NNC(=O)c1ccc(Br)o1	4	13	12	2	1.9	-10	5	-4	1	3
Cc1cc(OCC(=O)Nc2ccncc2)cc(C)c1Cl	1	-12	7	4	0.5	-4	0	-36	3	1
CCN(C(=O)C1CSC2(C)CCC(=O)N12)c1nc2c(C)cccc2s1 (centres undefined)	·	8	3	·	0.0	·	0	8	-9	-1
